Nrf2 block: Nrf2 qHTS screen for inhibitors | A549 ARE-Fluc reporter, luciferase luminescence, 18-24 h | Potency, µM (titrated, usually from 46 µM), for the others: top-dose activity change, negative = inhibition, actives largely listed as inhibitors | 360,000 tested, 2.1% active | AID 504444, 2011; also: potency is read from the fitted curve at half-maximal effect; % is scaled to controls: 0 for no effect and ±100 for the full control effect; nearly all actives have a fitted effect of over 60% in size
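Two sequential reads on A549 ARE_Fluc cells exposed to compound for 18-24 h: a CellTiter-Fluor fluorescence read for viability, then a luciferase luminescence read for Nrf2/ARE activity.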
Mm-Cpn inhibitor: Inhibitors of TCP-1 ring complex (TRiC) of Methanococcus maripaludis (MmCpn): qHTS; Potency, µM (titrated, usually from 76.9 µM), without a hit: top-dose activity, negative = inhibition, hits mostly inhibitors; 330,000 tested, 0.031% active; purified Mm-Cpn ATPase, ADP Transcreener TR-FRET; Chaperonin Mm-Cpn (Methanococcus maripaludis); also: potency is read from the fitted curve at half-maximal effect; % is scaled to controls: 0 for no effect and ±100 for the full control effect; nearly all actives have a fitted effect of over 80% in size
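Compound-treated chaperonin, 25 nM final, turns over 10 uM ATP at 37°C for 30 min following a 10 min preincubation; ADP generated competes with ADP-d2 for Eu-cryptate antibody, lowering FRET.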
TGFb inhibitor: qHTS for Inhibitors of TGF-b; HepG2 CAGA-GFP TGF-b/SMAD3 reporter, GFP fluorescence, 18 h; TGF-beta stimulated, 500 pg/mL final; Potency, µM (top dose mostly 46.1 µM), inactives show top-dose activity, negative = inhibition, usual class: inhibitors; 410,000 tested, 1.2% active; AID 588855, 2011; also: potency is read from the fitted curve at half-maximal effect; % is scaled to controls: 0 for no effect and ±100 for the full control effect; nearly all actives have a fitted effect of over 65% in size
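First, reporter cells (HEPG2 CAGA-GFP) rested 2 h at 37 degrees C. Next, compounds were pinned in and TGF-beta added to 500 pg/mL final. After 18 h, GFP was imaged per cell and summed per well.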
Nrf2 activator: qHTS of Nrf2 Activators; AREc32 ARE-luciferase reporter (MCF7-derived line), luminescence, 24 h; Potency, µM (titrated, usually from 46.1 µM), inactives show at the highest dose activation, most hits filed as activators; 410,000 tested, 0.31% active; AID 624171, 2012; also: potency is read from the fitted curve at half-maximal effect; % of control where 0% means no effect; nearly all actives have a fitted effect of over 65% in size
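ARE-driven firefly luciferase activity in AREc32 cells measured after a 24 hr compound exposure at 37 deg C, using Steady-Glo reagent and a 30 min room-temperature hold.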
HepG2 viability: qHTS for Inhibitors of TGF-b: Cytotox Counterscreen | AID 588856, 2011 | HepG2 CAGA-GFP viability, ATP luminescence, 18 h | Potency, µM (top dose mostly 46.1 µM), for inactives: at the highest dose activity change, negative = cytotoxicity, usual class: cytotoxic | 410,000 tested, 0.76% active; also: potency is read from the fitted curve at half-maximal effect; some results filed as inactive show a strong effect at the top dose
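HepG2 CAGA-GFP cells (1000/well, DMEM with 1% FBS) received compound, then TGF-beta at 500 pg/mL final, and were incubated 18 hours at 37 degrees C. Viability was read by CellTiter-Glo luminescence. Media-only wells were set as complete cell-killing and DMSO as no toxicity.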
pAkt inh: HTS Assay for Inhibitors of Akt Phophorylation: Primary Screen. 360,000 tested, 0.32% active. Neuro2A IGF-stimulated pAkt S473 HTRF, 20 min; hits give low values. activity change, % for hits at 50 µM; in the data active = activity change below about -80%; inconclusive = mostly about -51% to -80%; also: % is scaled to controls: 0 for no effect and ±100 for the full control effect
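Single-point screen (50 µM final compound) in Neuro2A cells stimulated 20 min with 6 nM IGF at 37 deg C. After lysis, Ser473-phosphorylated Akt read by HTRF (ex 330 nm, em 615/665 nm) as the 665/615 ratio.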
Abeta rescue: qHTS for compounds that reverse cellular toxicity of Amyloid beta (A-beta) peptide in yeast: Primary Screen. 410,000 tested, 0.063% active. yeast expressing A-beta42, growth rescue, OD600, 48 h; response scale: 0% DMSO, 100% iron-clioquinol control. Potency, µM (highest dose often 46.1 µM), for inactives: at the top dose growth rescue, actives largely listed as activators; also: potency is read from the fitted curve at half-maximal effect; nearly all actives have a fitted effect of over 55% in size
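Growth rescue measured by 600 nm absorbance after 48 h yeast culture at 30 C with compound. Values normalized between DMSO and an equimolar ferric chloride plus clioquinol control.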
A549 tox: Nrf2 qHTS screen for inhibitors: counterscreen for cytotoxicity; Potency, µM (series often up to 46 µM), without a hit: at the top dose activity change, negative = cytotoxicity, actives largely listed as inhibitors; A549 ARE-Fluc cells, CellTiter-Fluor viability, 18-24 h; 390,000 tested, 0.16% active; AID 504648, 2011; also: potency is read from the fitted curve at half-maximal effect; % is scaled to controls: 0 for no effect and ±100 for the full control effect
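A549 ARE_Fluc cells in 5% FBS OPTI-MEM were exposed to compounds in concentration-response for 18-24 h at 37 deg C. Viability was read by CellTiter-Fluor fluorescence (Ex 405/Em 525) after 30 min, before the luciferase read.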
CCT modulator: High-Throughput Screening for Modulators of Cytosolic Chaperonin Activity. 360,000 tested, 0.3% active. purified chaperonin ATPase assay, HTRF ADP detection, 30 min. activity change, % (test concentration not listed), hits read low; in the data active = activity change below about -30%; also: % is scaled to controls: 0 for no effect and ±100 for the full control effect
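First, chaperonin was dispensed at 40 nM or 20 nM final depending on batch activity. Next, compounds were pinned at 76 uM and ATP added at 10 uM. After 30 min at 37 °C, ADP detection reagents ran 30 min at ambient temperature.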
The depositor's hits bear a star; i = inactive; ? = inconclusive; / = not tested or not shown; [ ] = another dose, or the depositor's remark. Unless noted, calls follow the shape of the dose curve; as a rule, active = well fitted curve in the direction sought with a large enough effect; inconclusive = small, poorly fitted or top-dose-only effect, or another doubt; inactive = no such curve, though single readings can be large; an effect the other way counts as inactive or inconclusive.

SMILES,Nrf2 block,Mm-Cpn inhibitor,TGFb inhibitor,Nrf2 activator,HepG2 viability,pAkt inh,Abeta rescue,A549 tox,CCT modulator
CCCn1c(N)c(C(=O)CSc2nc3ccccc3c(=O)n2Cc2ccccc2)c(=O)[nH]c1=O,-25%,2%,-20%,-0.6%,2%,i,19%,2%,-0.7
O=c1[nH][nH]cc1C=NCc1cccnc1,-21%,-3%,-24%,2.0%,6%,i,7%,-24%,2.3
CC1C(=O)CC(c2ccccc2)NC1c1ccccc1 (stereo unspecified),11%,-2%,0%,0.0%,28%,i,6%,19%,1.8
CCC(=O)Nc1cccc(-c2nc3ncccc3o2)c1C,-13%,-5%,2%,-0.5%,-1%,i,0%,-2%,0.5
O=C(Cc1cccs1)NCc1cccc(F)c1,?,1%,-22%,1.1%,-18%,i,-11%,0%,0.4
CCS(=O)(=O)N1CCc2cc(C(=O)N3CCN(c4ccc(OC)cc4)CC3)ccc21,?,/,?,6.1%,-27%,/,-7%,-5%,/
NC(=O)c1ccc(N2CCN(c3ccc(O)cc3)CC2)c([N+](=O)[O-])c1,18µM*,-7%,-3%,0.6%,1%,i,-14%,-22%,-0.3
NC(=O)COC(=O)c1ccc(Cl)c(S(=O)(=O)N(Cc2ccccc2)c2ccc(Cl)cc2)c1,-2%,1%,16µM*,0.1%,1%,i,4%,-6%,-0.2
CCCc1[nH]nc2c1C1(CCOC1C)C(C#N)=C(N)O2 (stereo unspecified),-13%,-4%,-5%,0.3%,-6%,i,-4%,-10%,2.7
c1ccc2c(c1)CCN(C1=Nc3cccc4cccc1c34)C2,?,-1%,-30%,20%,-24%,i,-8%,-22%,-3.0
Cc1cc(C)n2c(Nc3ccccc3C)c(-c3cccs3)nc2n1,1%,/,-15%,-0.1%,-4%,/,-5%,-1%,/
Cc1ccc(NC(=O)C2CCCN(S(=O)(=O)c3cnc[nH]3)C2)cc1C (stereo unspecified),-13%,3%,-3%,-0.7%,-5%,i,4%,2%,-1.1
COc1ccc(C2=NOC(C)(c3sc(-c4ccc(Cl)cc4)nc3C)C2)cc1 (stereo unspecified),-1%,/,-22%,5.9%,-62%,i,1%,1%,-0.5
O=C(Nc1cc(C(F)(F)F)cc(C(F)(F)F)c1)[C@H]1O[C@@H](n2ccc(=O)[nH]c2=O)[C@H](O)[C@@H]1O,/,/,?,0.8%,-24%,i,7%,/,-2.5
CCCCOC(=O)c1ccc(OC(=O)c2sc3ncn(Cc4ccccc4Cl)c(=O)c3c2C)cc1,/,/,-15%,-0.6%,0%,/,-14%,5%,/
COc1ccc(C(c2sc3nc(C)nn3c2O)N2CCN(CCO)CC2)cc1OC (stereo unspecified),19%,2%,4%,-0.5%,2%,i,6%,9%,1.8
CN(C)CCCNC(=O)C(=O)Nc1ccc2c(c1)N(S(=O)(=O)c1cccs1)CCC2,?,0%,4%,0.6%,-24%,i,-17%,-9%,3.8
Cc1cc(C(=O)NC2CCCCC2)on1,0%,0%,-25%,-0.2%,-16%,i,0%,-6%,-1.6
CC1(C)CCc2cc(-c3ccn(S(=O)(=O)c4ccccc4Cl)n3)ccc2O1,-12%,2%,2%,-0.2%,-25%,i,-8%,11%,0.1
Cn1c(=O)c2c(nc(SCC(=O)Nc3ccccc3F)n2Cc2ccc(Cl)cc2)n(C)c1=O,5%,/,0%,-1.3%,-52%,/,-3%,0%,/
CNS(=O)(=O)c1cn(CC(=O)Nc2cccc(C(F)(F)F)c2)cc1S(=O)(=O)NC,1%,/,-20%,4.0%,-9%,/,2%,0%,/
S=c1[nH]c2ccccc2n2cccc12,-23%,-13%,18%,-0.1%,-2%,i,11µM*,7%,-0.6
O=C(Cc1ccccc1[N+](=O)[O-])NC1CC2CCC1C2 (stereo unspecified),-8%,2%,-2%,-0.8%,-2%,i,-8%,7%,-0.9
COCCN(C(=S)Nc1ccc(C)cc1)C(C)c1ccco1 (stereo unspecified),4%,-1%,-11%,-0.8%,-7%,i,?,5%,-2.1
COc1ccc(S(=O)(=O)NCCc2sc(C)nc2C)cc1,/,/,6%,-1.2%,-22%,/,-13%,-8%,/

The list goes on:
SMILES,Nrf2 block,Mm-Cpn inhibitor,TGFb inhibitor,Nrf2 activator,HepG2 viability,pAkt inh,Abeta rescue,A549 tox,CCT modulator
Cc1ccc2c(C(=O)CSc3ccccc3)c(C)[nH]c2c1,7%,-1%,-20%,0.0%[9.22 µM],0%,i,0%,-2%,-2.1
O=C(CSC1=NS(=O)(=O)c2ccccc2N1)Nc1cccc(F)c1,12%,2%,3%,0.1%,2%,i,5%,1%,-3.1
O=C(CNC(=O)c1ccco1)N=Nc1c(O)n(CCc2ccccc2)c2ccccc12,20%,-1%,?,3.0%,-1%,i,0%,-17%,-2.0
COc1ccc(N(C(=O)c2ccco2)S(=O)(=O)c2cc(Cl)c(Cl)cc2Cl)cc1,?,-1%,-23%,0.3%,-14%,i,4%,-9%,-0.2
Cc1nc2ccccc2c(=O)n1NC(=O)c1ccccc1[N+](=O)[O-],-2%,5%,3%,0.5%,4%,i,-7%,4%,-0.9
CN(Cc1ccccc1)CC(O)COc1ccc(CNCc2nccn2C)cc1 (stereo unspecified),3%,2%,?,-0.4%,-35%,i,-5%,?,-0.4
CCC(C)(C)C1CCC2(CC1)NC(=O)N(CC(=O)NCCc1ccc(OC)c(OC)c1)C2=O (stereo unspecified),?,0%,?,0.0%,-19%,i,-4%,-3%,-0.4
CN1CCC(N(C)S(=O)(=O)c2ccc(C(C)(C)C)cc2)CC1,7%,-1%,-5%,-0.2%,-8%,i,-16%,12%,-2.9
O=S(=O)(Nc1cccnc1)c1cccc(Cl)c1,/,1%,-1%,0.2%,5%,i,3%,-2%,-0.6
COc1ccc(S(=O)Cc2ccc(C(=O)N3CCN(C(=O)c4ccco4)CC3)o2)cc1 (stereo unspecified),2%,0%,1%,-0.7%,4%,i,-12%,3%,-0.8
COc1ccc(CN2CC(C(=O)NCCCN3CCOCC3)CC2=O)cc1 (stereo unspecified),23%,0%,26%,-0.7%,3%,i,9%,1%,-0.1
O=C(COC(=O)c1ccc2c(c1)OCCO2)Nc1ccc(F)cc1,-2%,-5%,22%,0.1%,1%,i,3%,-1%,2.2
O=C(Nc1cccc(S(=O)(=O)N2CCOCC2)c1)c1cn(-c2ccccc2)nc1-c1ccccc1,-6%,0%,-15%,-0.6%,-2%,i,-6%,0%,-3.2
Cc1ccc(C(=O)NC2CC3CCC(C2)N3Cc2ccco2)cc1 (stereo unspecified),-19%,-1%,-4%,0.8%,-11%,i,3%,?,-0.8
O=C(CN(Cc1ccco1)C(=O)c1ccc([N+](=O)[O-])cc1)Nc1ccccc1C(F)(F)F,6%,1%,2%,2.6%,2%,i,4%,-8%,1.2
N#Cc1ccc(OCC(=O)NCC2COc3ccccc3O2)cc1 (stereo unspecified),9%,-3%,-5%,4.1%,-27%,i,-5%,-1%,-41*

Entries shown so far containing a Cl atom:
SMILES,Nrf2 block,Mm-Cpn inhibitor,TGFb inhibitor,Nrf2 activator,HepG2 viability,pAkt inh,Abeta rescue,A549 tox,CCT modulator
NC(=O)COC(=O)c1ccc(Cl)c(S(=O)(=O)N(Cc2ccccc2)c2ccc(Cl)cc2)c1,-2%,1%,16µM*,0.1%,1%,i,4%,-6%,-0.2
COc1ccc(C2=NOC(C)(c3sc(-c4ccc(Cl)cc4)nc3C)C2)cc1 (stereo unspecified),-1%,/,-22%,5.9%,-62%,i,1%,1%,-0.5
CCCCOC(=O)c1ccc(OC(=O)c2sc3ncn(Cc4ccccc4Cl)c(=O)c3c2C)cc1,/,/,-15%,-0.6%,0%,/,-14%,5%,/
CC1(C)CCc2cc(-c3ccn(S(=O)(=O)c4ccccc4Cl)n3)ccc2O1,-12%,2%,2%,-0.2%,-25%,i,-8%,11%,0.1
Cn1c(=O)c2c(nc(SCC(=O)Nc3ccccc3F)n2Cc2ccc(Cl)cc2)n(C)c1=O,5%,/,0%,-1.3%,-52%,/,-3%,0%,/
COc1ccc(N(C(=O)c2ccco2)S(=O)(=O)c2cc(Cl)c(Cl)cc2Cl)cc1,?,-1%,-23%,0.3%,-14%,i,4%,-9%,-0.2
O=S(=O)(Nc1cccnc1)c1cccc(Cl)c1,/,1%,-1%,0.2%,5%,i,3%,-2%,-0.6
